Source: PubChem (Sanford-Burnham Center for Chemical Genomics)
TAG inh: inhibitors of triacylglycerol accumulation; H9c2 cells, Nile Red lipid (TAG) fluorescence; cells loaded with 200 µM oleic acid; inhibition, % at 12.5 µM; actives 0.66% (n = 230,000); AID 651582;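 active = pattern-corrected inhibition of lipid staining of at least 50% with the nuclear-stain viability signal not falling by more than 50%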;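 note: 0% = DMSO wells and 100% = triacsin C control wells; some results filed as inactive read as strong as hits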
TAG inh DAPI viability: recorded beside TAG inh, whose call it bears; DAPI nuclei signal change (viability), lower = more cytotoxic, %;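 whole-well DAPI fluorescence read on a plate reader as a viability signal; minus 50 percent equals half of cells still viable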
Numbers without * were called inactive. An excerpt; rates above refer to the full screens.

The opening two entries as a preview:
structure,TAG inh,TAG inh DAPI viability
C[C@H](NC(=O)c1cccc([N+](=O)[O-])c1)C(=O)OCC(=O)c1ccccc1Br,3,0
CN(C)CCCNC(=O)C(=O)NCC(c1cccs1)S(=O)(=O)c1ccc(F)cc1 (stereo not given),29,-1

This part in full, previewed entries included:
structure,TAG inh,TAG inh DAPI viability
C[C@H](NC(=O)c1cccc([N+](=O)[O-])c1)C(=O)OCC(=O)c1ccccc1Br,3,0
CN(C)CCCNC(=O)C(=O)NCC(c1cccs1)S(=O)(=O)c1ccc(F)cc1 (stereo not given),29,-1
CC1=NN(C(=O)Cc2ccccc2)C(O)(c2ccccc2)C1 (stereo not given),0,-2
CCN(C(C)=O)c1cnc(C=NNC(N)=S)c2ccccc12,-8,-21
CCN=C(NCC)SC1CC(=O)N(c2cccc(OCC)c2)C1=O (stereo not given),-7,14
O=C(NCc1ccccc1Cl)C1CCC(=O)N(CCCN2CCCC2=O)C1 (stereo not given),-14,3
Cc1cccc(-n2cnc3sc(C)c(C)c3c2=O)c1,-2,6
O=C(Nc1nccs1)c1cc(-c2ccncc2)nc2ccccc12,4,4
COc1ccc(CCNC(=O)C(=O)c2cn(CC(=O)N3CCCC3)c3ccccc23)cc1OC,-5,0
CC(C)C1(c2ccsc2)NC(=O)NC1=O (stereo not given),9,0
CCC(Sc1nc2cc(OC)c(OC)cc2c(=O)n1CCc1ccc(S(N)(=O)=O)cc1)C(=O)NCCOC (stereo not given),-3,12
O=c1c2ccccc2nnn1-c1ccccc1,-12,-5

(cont.)
structure,TAG inh,TAG inh DAPI viability
Clc1ccc(Nc2ccc3ccccc3n2)cc1,19,17
Cc1ccc(S(=O)(=O)N2CCN(C(=O)COC(=O)c3ccc([N+](=O)[O-])o3)CC2)c(C)c1,18,-24
O=C(Nc1ccccc1N1CCOCC1)c1ccc(F)c(S(=O)(=O)N2CCOCC2)c1,0,7
CCOC(=O)CNC(=O)CNC(=O)c1ccc(OC(C)C)cc1,-3,-5
Cn1ccs/c1=N\S(=O)(=O)c1ccc(Br)cc1,5,2
CC(=O)C1C(=O)c2c(cccc2[N+](=O)[O-])C1=Nc1cccc(Cl)c1 (stereo not given),6,9
COCOCCn1cc(CN2CCS(=O)(=O)N(Cc3ccc(-c4ccc(F)nc4)cc3)C(C)C2=O)nn1 (stereo not given),-4,16
O=C(COC(=O)/C=C/c1ccc(OC(F)F)cc1)NC(=O)NC1CCCCC1,17,-1
COc1cc2c(cc1NC(=O)COC(=O)C1CC(=O)N(Cc3ccco3)C1)oc1ccccc12 (stereo not given),12,-12
CC(C)(C)OC(=O)NCc1n[nH]c(=S)n1C1CC1,5,-2
Cc1cccc(NC(=O)C(Cc2ccccc2)n2cccc2)c1 (stereo not given),-16,-6
O=C(c1ccc(F)cc1)N1CCN(c2cnn(-c3ccccc3)c(=O)c2Cl)CC1,2,-7

Additional compounds:
structure,TAG inh,TAG inh DAPI viability
CC(=O)Nc1ccc2c(c1)nc(CCN1CCN(C)CC1)n2C,18,-17
CCc1nc2ccc(C(=O)N(C)CCCN(C)C)cn2c1N(C)C(=O)C1CCCCC1,14,-1
Cc1cccc(NC(=O)C(=O)NCC2CCCN2S(=O)(=O)c2cccs2)c1 (stereo not given),-23,-1
CCCC(C(=O)NC1CCCCC1)N(Cc1ccco1)C(=O)CNS(=O)(=O)c1ccccc1 (stereo not given),11,-13
O=C(NCCS(=O)(=O)N1CCN(Cc2ccccc2)CC1)c1ccccc1,-19,0
CCOC(=O)N1CCC(c2nc3ccccc3[nH]2)CC1,3,-3
Cc1cccc(OCCCC(=O)NC(C)c2ccccc2)c1 (stereo not given),-4,4
NC(=O)c1nn(-c2ccccc2)nc1N,8,-4
CN1C(C)(C)CCCC1(C)C,4,-1
COC(=O)N/N=C/c1cccc([N+](=O)[O-])c1,-11,6
C=C(C)COc1ccc(-c2[nH]ncc2-c2ccc(OC)c(OC)c2)c(O)c1,10,-21
Cc1ccc(S(=O)(=O)CCC(=O)OCC(=O)NCc2ccccc2)cc1,-10,9

Six of these compounds in another layout.
Screens in order: TAG inh, TAG inh DAPI viability
> Cc1cccc(NC(=O)C(=O)NCC2CCCN2S(=O)(=O)c2cccs2)c1 (stereo not given)
 : -23, -1
> CCCC(C(=O)NC1CCCCC1)N(Cc1ccco1)C(=O)CNS(=O)(=O)c1ccccc1 (stereo not given)
 : 11, -13
> O=C(NCCS(=O)(=O)N1CCN(Cc2ccccc2)CC1)c1ccccc1
 : -19, 0
> CCOC(=O)N1CCC(c2nc3ccccc3[nH]2)CC1
 : 3, -3
> Cc1cccc(OCCCC(=O)NC(C)c2ccccc2)c1 (stereo not given)
 : -4, 4
> NC(=O)c1nn(-c2ccccc2)nc1N
 : 8, -4

Remaining list, next part.
structure,TAG inh,TAG inh DAPI viability
OCCC1CN(Cc2cnc(N3CCCC3)s2)CCN1C1CCCC1 (stereo not given),-1,-4
COC(=O)[C@@H]1C[C@@]2(O)[C@H](O)[C@H](O)[C@H](O)C[C@H]2N1Cc1cc(OC)cc(OC)c1,-18,-5
COc1c(C)cc(C(O)c2ncc(-c3ccccc3Cl)[nH]2)cc1C (stereo not given),-27,0
FC(F)(F)c1cc(-c2cccs2)nc2ncnn12,-1,44
O=C(CNC(=O)C1CCCCC1)Nc1ccc(F)c(Cl)c1,-10,4
NC1=NC(=Nc2ccc(S(=O)(=O)N3CCOCC3)cc2)c2ccccc21,16,-11
CCOc1cc(/C=N/Nc2nn3cnnc3c3ccccc23)ccc1O,5,-1
COc1cc(NC(=O)c2ccccc2)c(OC)cc1NC(=O)CN1C(=O)N(C)C2(CCCCC2)C1=O,11,-3
C[C@H](CO)NC(=O)c1[nH]cnc1C(=O)Nc1cccc(Cl)c1,3,-4
Cc1ccc(N(CC(=O)NCc2ccccn2)S(=O)(=O)c2ccccc2)cc1Cl,0,6
O=C(Nc1ccc2nc[nH]c2c1)c1ccco1,-13,2
COc1cc2c(cc1OC)C(c1ccccc1)CC2=O (stereo not given),3,-4

New compounds follow
compound	TAG inh	TAG inh DAPI viability
COCCN(C(=O)CSc1nnc(-c2cccs2)n1N)c1c(N)n(Cc2ccccc2)c(=O)[nH]c1=O	13	-3
C=C(C)C(=O)N1CC2(CC(c3cccc(NC(=O)COc4ccc(Cl)cc4)c3)=NO2)C[C@@H]1C(N)=O (stereo not given in full)	2	1
O=C(CN1C(=O)NC2(CCCC2)C1=O)Nc1nc(-c2ccc(F)c(F)c2)cs1	-12	-6
Cc1cc(NS(=O)(=O)c2ccc(NC(=O)COc3ccccc3[N+](=O)[O-])cc2)no1	-4	1
CCCN1C(=O)c2cc(C(=O)Nc3ccc(OC)c(OC)c3)ccc2C1Nc1ccc(OC)c(OC)c1 (stereo not given)	-7	1
CC(C)CC(=O)Nc1sc2c(c1C(=O)O)CCCCC2	14	5
COc1ccc(C(=O)c2ncc(C(F)(F)F)cc2Cl)cc1	-12	-3
Cc1nnc(NC(=O)NC(C)N2C(=O)C3C4C=CC(C4)C3C2=O)s1 (stereo not given)	8	-3
CCCCn1c(N)c(NCc2ccccc2OC)c(=O)[nH]c1=O	13	-12
CC(=O)CCc1ccc(OCC(=O)Nc2cccc(S(=O)(=O)N(C)c3ccccc3)c2)cc1	-43	4
COc1ccc(NC(=O)CC2(Cc3ccccc3)CCOC(C)(C)C2)cc1 (stereo not given)	-8	2
Cc1cccc(NC(=O)CN(CC2CCCO2)C(=O)c2ccc(S(C)(=O)=O)cc2)c1C (stereo not given)	-5	0

Next section (2 carried over from the part before).
compound	TAG inh	TAG inh DAPI viability
COc1ccc(NC(=O)CC2(Cc3ccccc3)CCOC(C)(C)C2)cc1 (stereo not given)	-8	2
Cc1cccc(NC(=O)CN(CC2CCCO2)C(=O)c2ccc(S(C)(=O)=O)cc2)c1C (stereo not given)	-5	0
N#C/C(C(=O)N1CCOCC1)=c1/s/c(=C\c2ccccn2)c(=O)n1-c1ccccc1	-9	3
O=C(NC1CC2CCCC(C1)N2Cc1cccs1)N1CCOCC1 (stereo not given)	-4	11
CCc1nc2ccccc2c(C(=O)NCc2ccc(OC)cc2)c1C	-11	4
Cc1nc2ccccc2c(=O)n1NS(C)(=O)=O	-9	-2
COc1ccc(-c2nn(Cc3ccccc3)cc2C(=O)N2CCN(c3ccccn3)CC2)cc1OC	-8	7
O=C(NOCc1ccccc1)c1coc(-c2ccccc2)n1	-2	10
CCCOc1ccc(NC(=O)CCC(=O)NC(C)c2ccccc2)cc1 (stereo not given)	-6	3
CCOc1cccc(CN2CCCC(C(=O)c3cc(Cl)ccc3OC)C2)c1O (stereo not given)	24	-27
CCOC(=O)Cc1c(C)nc(-c2ccccc2)[nH]c1=O	10	4
OCC[C@@H]1C[C@H](O)[C@@H](O)[C@@]2(CCCO2)O1	1	7
Cc1ccc(C)c(OCC(=O)Nc2ccccc2C(=O)N2CCOCC2)c1	-1	3
C[C@@H]1CN([C@H](C)CO)C(=O)c2c(c3ccccc3n2C)-c2ccccc2CO[C@H]1CN(C)C(=O)c1cc(Cl)cc(Cl)c1	-3	1

Next section:
compound	TAG inh	TAG inh DAPI viability
Cc1cc[n+](CC(=O)Nc2ccccc2)cc1	15	-6
CN1N=C(C(=O)N2CCc3c([nH]c4ccccc34)C2c2ccccc2Cl)CCC1=O (stereo not given)	-3	5
CC1(C(=O)NS(=O)(=O)c2cccc(Cl)c2)CCN1C(=O)CC1CCCC1 (stereo not given)	2	-3
C=CCNC(=O)COC(=O)COc1ccc(Cl)cc1	0	-5
COc1ccc(CCC(=O)Nc2cc3c4c(c2)CC(=O)N4CCC3)cc1	15	3
Cc1ccc(NNC(=O)Nc2ccc(Cl)cc2)nn1	6	-7
CCOC(=O)N/N=C\c1ccc(OC(=O)c2ccc3c(c2)OCO3)cc1	15	-8
CC(C)c1ccc(OC(=O)c2ccc3c(=O)n4c(nc3c2)CCC4)cc1	3	4
Nc1nc(-c2ccc(Br)cc2)cc(C(F)(F)F)n1	-4	-8
c1ccc(CN2CCN(c3ncnc4c3[nH]c3ccccc34)CC2)cc1	-34	2
O=C1CC2(CCCC2)Oc2ccccc21	13	-4
O=C(Cc1ccccc1F)Nc1nc(-c2cccs2)cs1	43	-5

Later entries:
compound	TAG inh	TAG inh DAPI viability
CCn1nnc2c(=O)oc3ccccc3c21	-3	0
CN(C)CCNC(=O)C(=O)NCC1OCCN1S(=O)(=O)c1ccc(F)cc1 (stereo not given)	21	1
CC(OC(=O)c1nccnc1N)C(=O)Nc1ccc(S(=O)(=O)N2CCCC2)cc1 (stereo not given)	-9	0
C[C@H]1CN=C(Nc2ccccc2)N1CCC1CCCC1	-21	12
O=[N+]([O-])c1ccc(Cc2ccccn2)c([N+](=O)[O-])c1	2	0
O=C(C1=C(O)C(=O)N(Cc2ccco2)C1c1cccc([N+](=O)[O-])c1)c1ccco1 (stereo not given)	11	-5
CC(C)c1ccc(NC(=O)Nc2nc(CN)cs2)cc1	9	6
Cc1ccc2occ(/C=C/C(=O)O)c(=O)c2c1	-6	-8
CCOc1ccc(S(=O)(=O)NCCc2ccccn2)cc1	-2	0
CN(Cc1ccc(C(C)(C)C)cc1)C(=O)C1CCN(C(=O)Nc2ccccc2)CC1	37	5
Cc1ccc(NC(=O)CN(C)C(=O)/C=C/c2cccc(F)c2)cc1	-1	-5
COc1cccc(-c2noc(Cn3nc(C)c([N+](=O)[O-])c3C)n2)c1	5	-2

(further entries)
compound	TAG inh	TAG inh DAPI viability
O=S(=O)(Cc1cc(-c2ccccc2)no1)c1ccccc1	13	-10
O=C(O)CSCC(=O)Nc1ccccn1	-1	1
CC(=O)C(C)Oc1ccc(Cc2ncc(C(F)(F)F)cc2Cl)cc1 (stereo not given)	-19	2
N#CNC(=Nc1cccc(Cl)c1)Oc1ccccc1	-3	1
Cc1ccc(SCC(=O)N2c3ccccc3Sc3ccccc32)cc1	-13	9
OC(CCN1CCC2(CC1)OCCO2)C(F)(F)F (stereo not given)	6	-3
CCOC(=O)[C@H]1[C@H]2COc3ccc(Cl)cc3[C@@H]2N2C(=O)CN(CC3CCCO3)C(=O)[C@@]12C (stereo not given in full)	-17	6
CCN(CC)S(=O)(=O)c1ccc2[nH]cc(C(=O)NCCc3ccc(OC)c(OC)c3)c(=O)c2c1	-4	-4
Cc1nc2ccc(NC(=O)NC(=O)c3c(Cl)cccc3Cl)cc2o1	0	-1
Cc1c(Cl)cccc1NC(=S)NCC(C)C	0	6
O=C(Nc1ccccc1N1CCOCC1)c1cc(Cl)c2c(c1)OCO2	18	-3
COc1ccc(Cl)cc1N/C(N)=N/c1nc(C)cc(C)n1	7	-2

More compounds:
compound	TAG inh	TAG inh DAPI viability
COc1cc(NS(=O)(=O)c2ccc(NC(=S)NC(=O)COc3ccccc3OC)cc2)nc(OC)n1	0	9
COc1cccc(OC)c1C(=O)NNC(=O)c1ccccc1-n1cccc1	-14	1
O=C(Nc1ccc(CN2CCOCC2)cc1)c1ccc2ccccc2c1	1	12
C=CCNC(=S)N1CCC2CC1c1c(Cl)cccc12 (stereo not given)	-2	-5
O=C(CN1CCN(S(=O)(=O)c2ccc(F)c(Cl)c2)CC1)N1CCc2ccccc21	2	-8
Cc1ccccc1NC(=O)Cc1nc(COC(=O)CCC(=O)c2ccccc2)cs1	-25	4
COc1ccc(C(=O)CC(C(=O)O)c2ccc3c(c2)OCO3)cc1OC (stereo not given)	10	-9
Cc1ccc(NC(=O)c2ccc(S(=O)(=O)N3CCC(C)CC3)cc2)nc1	-7	-4
COc1ccc(N(C(=O)CNC(=O)c2ccco2)C(C(=O)NC2CCCCC2)c2ccco2)cc1 (stereo not given)	1	-7
Fc1cccc(NC(=S)NNc2c3ccccc3nc3ccccc23)c1	36	-21
COc1ccc(S[C@@H](CCN2CC[C@H](O)CCC2=O)c2ccccc2)cc1	16	0
Cc1cccc(C)c1NC(=O)c1ccc(OCc2c(C)noc2C)cc1	3	7
